# High-throughput results from PubChem BioAssay.
# HT1080-NT tox – kills 2HG-producing HT-1080-NT fibrosarcoma cells | HT-1080-NT fibrosarcoma viability, CellTiter-Glo ATP luminescence, 48 h | Potency, µM (doses to about 46.1 µM), inactives show at the highest dose activity, negative = less viability, actives largely listed as cytotoxic | 360,000 tested, 1.6% active;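 further: NT is the 2HG producing partner of a matched IDH1 knockdown line; potency means the concentration at half of the fitted maximal effect; 0% = DMSO-treated cells and -100% = media-only wells without cells; nearly all actives have a fitted effect of over 55% in size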
#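 HT-1080-NT fibrosarcoma cells (2HG-overproducing), 750 cells/well in RPMI with 5% FBS, dosed after 2 h and incubated 48 h at 37C. CellTiter-Glo luminescence normalized to DMSO and no-cell wells; concentration-response curves fitted and classed.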
# HT1080 IDH1KD tx – kills HT-1080 cells with IDH1 knockdown. 360,000 tested, 2% active. AID 686971. HT-1080 IDH1 knockdown viability, ATP luminescence, 48 h. Potency, µM (highest dose often 46.1 µM), for the others: top-dose activity, negative = toxicity, actives largely listed as cytotoxic;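 further: potency means the concentration at half of the fitted maximal effect; 0% = DMSO wells and -100% = cell-free medium wells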
#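 Assay cells: HT-1080 with IDH1 knockdown, 750 per well, RPMI/5% FBS. Exposure: 48 h at 37 °C following 2 h pre-incubation. Read: CellTiter-Glo luminescence; fitted concentration-response, curve class assigned.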
# KB-3-1 tox – KB-3-1 parental cell cytotoxicity. KB-3-1 viability, CellTiter-Glo ATP luminescence, 72 h. Potency, µM (series often up to 46.1 µM), without a hit: at the top dose activity change, negative = cytotoxic, actives largely listed as cytotoxic. 400,000 tested, 1.4% active; further: potency means the concentration at half of the fitted maximal effect; on the % scale 0 is the no-effect control and ±100 the full control effect; nearly all actives have a fitted effect of over 60% in size
#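 Parental KB-3-1 adenocarcinoma cells in phenol-red-free DMEM with 10% FBS were pin-treated with compounds at several concentrations, incubated 72 h at 37 °C, and viability read by CellTiter-Glo luminescence; concentration-effect curves were fitted after normalization.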
# IL1B secr inh – inflammasome signaling inhibition, IL-1 beta readout; THP-1 LPS/ATP IL-1B secretion, AlphaLISA, 16 h; stronger effect = lower value; activity change, % at 57.5 µM; 360,000 tested, 4.7% active; AID 743279; in the data active means activity change below about -50%; inconclusive means mostly about -30% to -49%; further: on the % scale 0 is the no-effect control and ±100 the full control effect
#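 THP-1 cells pretreated 1 hr with compounds (up to 57.5 uM final), then stimulated with LPS (250 ng/mL final) plus ATP (1.25 mM final); secreted IL-1B measured by AlphaLISA after 16 hr, decreased signal indicating inhibition.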
# D3 ag – agonists of human D3 dopamine receptor; AID 652048; D3R DiscoveRx beta-arrestin cells, luminescence, 90 min; max activation, %; 410,000 tested, 0.58% active; P35462; in the data active means max activation above about 30%; further: 0% is about no effect; mostly tested at two doses, the higher about 12 µM
# Target sequence (P35462 whole entry, looked up): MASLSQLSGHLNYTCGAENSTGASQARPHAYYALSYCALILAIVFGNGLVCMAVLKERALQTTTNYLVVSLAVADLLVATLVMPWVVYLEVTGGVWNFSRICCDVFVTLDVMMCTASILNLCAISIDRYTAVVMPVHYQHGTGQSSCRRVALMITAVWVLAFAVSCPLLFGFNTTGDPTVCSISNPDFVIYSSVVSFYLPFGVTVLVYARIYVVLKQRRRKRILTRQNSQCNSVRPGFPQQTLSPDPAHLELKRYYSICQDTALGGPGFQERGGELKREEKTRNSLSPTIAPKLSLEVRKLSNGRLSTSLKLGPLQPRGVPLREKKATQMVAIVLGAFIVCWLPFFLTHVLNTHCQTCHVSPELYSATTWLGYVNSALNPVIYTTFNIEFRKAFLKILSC
#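 Agonist mode: compounds and dopamine controls were applied to plated cells for 90 min at 37 degrees C after an overnight attachment at 1500 cells/well. Luminescent read-out followed 30 - 60 minutes at room temperature with DiscoveRx detection reagent.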
# HEK293 tox – cytotoxic in the GLP-1 receptor inverse agonist counter-screen; Potency, µM (top dose mostly 38.3 µM), without a hit: at the highest dose activity change, negative = inhibition, actives largely listed as inhibitors; HEK293 cAMP-luciferase reporter cells, luminescence, 24 h; AID 624418; 410,000 tested, 0.13% active;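 further: loss of luciferase light is scored as toxicity; potency means the concentration at half of the fitted maximal effect; on the % scale 0 is the no-effect control and ±100 the full control effect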
#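 Compound-treated cells are incubated 24 hr at 37 deg C under 5% CO2 after a 12 hour attachment period, then luciferase detection reagent is added and luminescence is measured following 12 min at room temperature; lowered signal indicates toxicity.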
# MCF10A rerep – induces DNA re-replication in MCF 10a normal breast cells; Potency, µM (top dose mostly 46.1 µM), for the others: at the top dose activity, positive = re-replication, most hits filed as activators; MCF 10A DNA re-replication, Hoechst nuclear intensity, 48 h; 350,000 tested, 2.9% active; further: potency means the concentration at half of the fitted maximal effect; % of control where 0% means no effect; nearly all actives have a fitted effect of over 50% in size
# SW480 rereplic – inducers of DNA re-replication in SW480 colon cancer cells; Potency, µM (series often up to 46.1 µM), for inactives: top-dose re-replication activation, usual class: activators; 340,000 tested, 1.8% active; AID 624297; SW480 DNA re-replication, Hoechst DNA content imaging, 48 h; further: potency means the concentration at half of the fitted maximal effect; % of control where 0% means no effect; nearly all actives have a fitted effect of over 55% in size
#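 SW480 cells exposed to compounds for 48 hr at 37 C, 5% CO2, then Hoechst-stained 40 min. Nuclear DNA content imaged by fluorescence scanning (405 nm excitation, 500-530 nm emission); re-replication scored as increased high-intensity nuclei.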
# KB-V1 MDR tox – kills drug-selected multidrug resistant KB-V1 cells; KB-V1 MDR cells viability, CellTiter-Glo, 72 h; Potency, µM (top dose mostly 46.1 µM), without a hit: top-dose activity change, negative = cytotoxicity, actives largely listed as cytotoxic; 400,000 tested, 3.4% active; further: potency means the concentration at half of the fitted maximal effect; on the % scale 0 is the no-effect control and ±100 the full control effect; nearly all actives have a fitted effect of over 60% in size
#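 KB-V1 MDR subline cells in DMEM (phenol-red free, 10% FBS) exposed to compounds in qHTS concentration series for 72 h at 37 degrees C. Viability read by CellTiter-Glo luminescence; concentration-effect curves fitted after normalization and correction.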
# The depositor's hits bear a star; ? = inconclusive; . = not tested or not shown; & = joins results of further samples; [ ] = dose if it differs, or a comment. Unless noted, the call rests on the fitted dose curve; in most records, active means well fitted curve in the direction sought with a large enough effect; inconclusive means small, poorly fitted or top-dose-only effect, or another doubt; inactive means no such curve, though single readings can be large; an effect the other way counts as inactive or inconclusive. This is a random part of the collection (roughly 11% active in at least one column).
cpd	canonical_smiles	HT1080-NT tox	HT1080 IDH1KD tx	KB-3-1 tox	IL1B secr inh	D3 ag
1	COc1cc(C(=O)O/N=C2\CCCc3c2ccc(OC)c3[N+](=O)[O-])cc(OC)c1OC	-4%	-1%	-6%	-4	3
2	CCc1cc2c(=O)[nH]c(-c3ccccn3)nc2s1	-20%	?	12µM*	-95*	-22
3	Cc1ccc(NC(=O)COc2cccnc2[N+](=O)[O-])cc1S(=O)(=O)N1CCCCC1	-5%	-11%	0%	-6	4
4	CCOc1ccccc1NC(=O)C(OC(=O)c1ccc(NC(=O)CC#N)cc1)c1ccccc1 (stereo not given)	-7%	-14%	-1%	-6	3
5	O=C(CCS(=O)(=O)c1ccccc1)NC12CC3CC(CC(C3)C1)C2	1%	-2%	0%	21	-4
6	Cc1cccc(-n2c(C)cc(C=C3C(=O)c4ccccc4C3=O)c2C)c1	-3%	4%	13%	-58*	-3
7	C=C1C2(C(=O)NCc3ccco3)CCC(C2)C1(C)C (stereo not given)	19%	4%	5%	0	4
8	CCOC(=O)c1c(C)sc2c1N(C(=O)CCl)c1cc(Cl)ccc1S2	23µM*	18µM*	?	-101*	-1
9	CN(C)CCCNC(=O)COc1ccc(Br)cc1Cl	7%	3%	0%	-4	2
10	Cc1[nH]c2ccccc2c1/C=C(/C#N)C(=O)NC(C)C	19%	16%	-8%	-100*	-8

cpd	HEK293 tox	MCF10A rerep	SW480 rereplic	KB-V1 MDR tox
1	55%	-12%	2%	0%
2	?	12µM*	6.5µM*	?
3	16%	?	.	?
4	2%	-17%	12%	17%
5	6%	?	24%	-17%
6	4%	?	24%	?
7	-7%	14%	0%	2%
8	?	?	?	?
9	-6%	-2%	-7%	-17%
10	3%	-2%	-19%	1%

# By substructure: those above containing sulfur
cpd	canonical_smiles	HT1080-NT tox	HT1080 IDH1KD tx	KB-3-1 tox	IL1B secr inh	D3 ag
2	CCc1cc2c(=O)[nH]c(-c3ccccn3)nc2s1	-20%	?	12µM*	-95*	-22
3	Cc1ccc(NC(=O)COc2cccnc2[N+](=O)[O-])cc1S(=O)(=O)N1CCCCC1	-5%	-11%	0%	-6	4
5	O=C(CCS(=O)(=O)c1ccccc1)NC12CC3CC(CC(C3)C1)C2	1%	-2%	0%	21	-4
8	CCOC(=O)c1c(C)sc2c1N(C(=O)CCl)c1cc(Cl)ccc1S2	23µM*	18µM*	?	-101*	-1

cpd	HEK293 tox	MCF10A rerep	SW480 rereplic	KB-V1 MDR tox
2	?	12µM*	6.5µM*	?
3	16%	?	.	?
5	6%	?	24%	-17%
8	?	?	?	?

# Remaining list, next part:
cpd	canonical_smiles	HT1080-NT tox	HT1080 IDH1KD tx	KB-3-1 tox	IL1B secr inh	D3 ag
11	CC(=O)Nc1sc2c(c1C(c1ccccn1)N1CCCC1)CCCC2 (stereo not given)	-15%	-15%	-15%	-17	4
12	CCOc1ccc(N2C(=O)S/C(=C\c3ccc(O)c(OCC)c3)C2=O)cc1	0%	3%	0%	-53*	-5
13	O=C(NC1=NCCS1)c1cc(-c2cccs2)nc2ccccc12	-1%	1%	-8%	-64*	-11
14	O=C(Nc1ccc(N2CCOCC2)cc1)c1cccc(S(=O)(=O)N2CCC(Cc3ccccc3)CC2)c1	-9%	-20%	-5%	-14	2
15	Cn1c(-c2ccccc2)cnc1NCc1cc2c(cc1[N+](=O)[O-])OCO2	0%	-15%	-20%	-22	-7
16	COc1cccc(CC2(CO)CCCN(Cc3cn[nH]c3-c3ccccc3)C2)c1 (stereo not given)	1%	5%	3%	2	4
17	COc1ccc(NC(=O)C2CCC2)cc1S(=O)(=O)N1CCOCC1	7%[9.24 µM]	1%	7%	-3	-2
18	COc1ccc(C(=O)O/N=C(\N)c2ccccc2)c(OC)c1	-19%	-22%	-24%	-2	1
19	Cc1cccc(NS(=O)(=O)c2cccs2)n1	1%	7%	0%	2	14
20	C[C@H](CO)N1C[C@H](C)[C@@H](CN(C)CC2CCCCC2)Oc2c(NS(=O)(=O)c3ccc(F)cc3)cccc2C1=O	7%	9%	17%	33	4

cpd	HEK293 tox	MCF10A rerep	SW480 rereplic	KB-V1 MDR tox
11	-16%	-4%	-5%	0%
12	5%	16µM*	?	-7%
13	0%	20%	7%	-18%
14	3%	1%	-1%	-2%
15	-16%	?	-3%	-27%
16	-7%	-28%	16%	-3%
17	-8%	-2%	0%	?
18	-20%	2%	?	-4%
19	2%	0%	2%	1%
20	?	-14%	3%	0%

# New compounds follow.
cpd	canonical_smiles	HT1080-NT tox	HT1080 IDH1KD tx	KB-3-1 tox	IL1B secr inh	D3 ag
21	C=CCn1c(SCCOc2ccc(OC)cc2)nnc1C(C)NC(=O)Cc1ccc(OC)cc1 (stereo not given)	-4%	?	?	-4	18
22	O=C(CSc1ccccc1Cl)c1ccco1	-3%	-6%	-1%	-13	3
23	CCOC(=O)c1ccc(CSc2nnc(N)s2)cc1	-11%	-15%	-1%	5	-6
24	Cc1cc(C(=O)OCC(=O)NC(=O)NC(C)(C)C)c(C)o1	1%	2%	12%	-1	1
25	CC1CCCC(NC(=O)COC(=O)C2=COCCO2)C1C (stereo not given)	-4%	-1%	4%	-25	-3
26	CCOc1cccc(CNC(=O)c2ccc(N3CCCC3)c(NC(=O)Nc3ccccc3CC)c2)c1	.	.	0%	.	6
27	COC(=O)c1ccc(CN(C)S(=O)(=O)c2ccc(C)cc2)o1	9%	0%	12%	9	2
28	COc1ccc(NC(=O)COC(=O)CNC(=O)C2CCCCC2)cc1	22%	20%	-7%	8	4
29	CN(C)/C=N/c1cc(=O)[nH]c(=O)n1CC1CC1	0%	0%	5%	48	17
30	CC(=O)c1ccc(NS(=O)(=O)c2cccc(C)c2)cc1	-5%	-27%	-8%	33	4

cpd	HEK293 tox	MCF10A rerep	SW480 rereplic	KB-V1 MDR tox
21	-9%	4%	2%	?
22	22%	30%	-2%[9.22 µM]	3%
23	9%	15%	-15%	-4%
24	-2%	24%	-10%	-3%
25	16%	.	.	14%
26	-11%	.	.	2%
27	16%	8%	2%	?
28	-1%	0%	0%	3%
29	-19%	1%	-4%	?
30	5%	-17%	-3%	1%

# Further results follow.
cpd	canonical_smiles	HT1080-NT tox	HT1080 IDH1KD tx	KB-3-1 tox	IL1B secr inh	D3 ag
31	COc1ccccc1N1CCN(C2CCCN(C(=O)CCc3ccccn3)C2)CC1 (stereo not given)	14%	13%	13%	11	-20
32	CC1CCN(C(=O)CSc2nc(-c3ccccc3)no2)CC1	.	.	2%	.	-1
33	O=C(NCc1ccc(Cl)cc1)C1CCC(CNc2c(N3CCCC3)c(=O)c2=O)CC1 (stereo not given)	5%	6%	17%	-13	5
34	CC(C)N1CCN(Cc2cnc(-c3ccccc3)s2)CC1CCO (stereo not given)	4%	9%	5%	-9	2
35	O=C(O)c1cnn2c1NC(c1cccs1)CC2C(F)(F)F (stereo not given)	-2%	-1%	3%	8	1
36	O=C(CC[C@H]1O[C@@H](n2ccc(=O)[nH]c2=O)[C@H](O)[C@@H]1O)N[C@H](Cc1ccccc1)C(=O)NCc1ccco1	17%	29%	0%	17	13
37	COc1ccc(C(=O)N/C(=C/c2ccccc2F)C(=O)NCCN2CCOCC2)cc1OC	-8%	-2%	0%	-14	-20
38	Cc1ccc2c(C)c(C(=O)NCC(C)(C)N3CCOCC3)oc2c1C	7%	12%	0%	34	4
39	C[C@H](CO)N1C[C@H](C)[C@@H](CN(C)C(=O)CC2CC2)Oc2cc(Br)ccc2S1(=O)=O	1%	10%	8%	21	-4
40	COc1cccc(-c2nc(-c3ccc(Br)o3)no2)c1	?	5%	-29%&-14%	-12	-6&2

cpd	HEK293 tox	MCF10A rerep	SW480 rereplic	KB-V1 MDR tox
31	-16%	-4%	3%	-1%
32	3%	.	.	-17%
33	0%	-2%	-5%	25%
34	-2%	-2%	-88%[inhibitor]	1%
35	49%	-5%	-5%	7%
36	4%	.	.	4%
37	-2%	-5%	-2%	?
38	-10%	?	25%	1%
39	1%	.	.	15%
40	-2%&-4%	1%	-6%	-11%&-1%

# (more compounds)
cpd	canonical_smiles	HT1080-NT tox	HT1080 IDH1KD tx	KB-3-1 tox	IL1B secr inh	D3 ag
41	COc1ccc(/C=C2/C(=O)N=C3SCCN32)cc1	?	?	24%	-10	1
42	CCc1ccc(CN(C)C(=O)c2cc(=O)c3ccccc3o2)cc1	-11%	-8%	3%	2	-14
43	CC(C)(C)NS(=O)(=O)c1ccc(CCC(=O)N2CCCCC2)cc1	-4%	-12%	-3%	0	-3
44	CC(Sc1nnc(-c2cccnc2)o1)C(=O)NC1CCCC1 (stereo not given)	2%	9%	8%	-3	-4
45	COCCN(C(=O)c1csnn1)C(C(=O)NC1CCCCC1)c1ccc(C)cc1 (stereo not given)	14%	6%	-4%	0	0
46	Cc1cc(SCC(=O)OCC(=O)N(CCC#N)c2ccccc2)nc2ccccc12	14%	12%	9%	4	1
47	CCCCn1c(=O)nc2n(-c3ccccc3)c3ccccc3cc-2c1=O	13%	-6%	?	-10	0

cpd	HEK293 tox	MCF10A rerep	SW480 rereplic	KB-V1 MDR tox
41	-16%	?	-1%	-27%
42	-5%	1%	-11%	-19%
43	4%	1%	1%	-12%
44	-9%	3%	-6%	3%
45	0%	-3%	-6%	-13%
46	-1%	-3%	9%	16%
47	270%[activator]	-8%	-7%	10µM*
